Compound activity deposited in PubChem by several laboratories.
CCHF vOTU inh: blocks the CCHF virus ovarian tumor domain protease. CCHFV vOTU protease, Pep-AMC fluorescence. inhibition, % at 11.5 µM. actives 0.55% (n = 370,000). AID 651958; note: 0% = vehicle wells with enzyme and 100% = no enzyme wells
Mtb FBA inh: inhibitors of M. tuberculosis fructose-bisphosphate aldolase | inhibition, % at 1 µM | P9WQA3 | actives 2.3% (n = 360,000) | purified M. tuberculosis FBA, fluorescence read-out; in the data active = inhibition above about 27%;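 note: 0% = vehicle and 100% = reference inhibitor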
Target sequence (P9WQA3 whole entry, looked up): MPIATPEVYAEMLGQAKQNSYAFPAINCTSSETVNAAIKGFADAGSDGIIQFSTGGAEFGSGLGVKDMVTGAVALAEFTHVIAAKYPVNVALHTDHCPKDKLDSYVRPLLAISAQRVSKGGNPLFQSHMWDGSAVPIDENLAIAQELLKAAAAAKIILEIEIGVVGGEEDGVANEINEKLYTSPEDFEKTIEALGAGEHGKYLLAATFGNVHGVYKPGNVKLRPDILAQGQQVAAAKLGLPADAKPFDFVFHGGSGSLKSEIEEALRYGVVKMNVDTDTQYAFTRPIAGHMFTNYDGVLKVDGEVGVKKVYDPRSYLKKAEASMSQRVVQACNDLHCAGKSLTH
BoNT F protease: blocks Botulinum neurotoxin F light chain protease | Multiplex microsphere protease cleavage assay, flow cytometry | inhibition, % at 10 µM | actives 0.22% (n = 360,000) | AID 588497; in the data active = inhibition above about 35%, passing the limit was not always enough; inconclusive = no clear call, values can overlap the other calls; note: plate controls were buffer without enzyme for full effect and enzyme alone for no effect
Mtb UGM inh: inhibitors of M. tuberculosis UDP-galactopyranose mutase; P9WIQ1; purified UGM, fluorescence polarization probe displacement; inhibition, % at 10 µM; actives 0.06% (n = 320,000); AID 504406; in the data active = inhibition above about 10%, passing the limit was not always enough; inconclusive = no clear call, values can overlap the other calls
Target sequence (P9WIQ1 whole entry, looked up): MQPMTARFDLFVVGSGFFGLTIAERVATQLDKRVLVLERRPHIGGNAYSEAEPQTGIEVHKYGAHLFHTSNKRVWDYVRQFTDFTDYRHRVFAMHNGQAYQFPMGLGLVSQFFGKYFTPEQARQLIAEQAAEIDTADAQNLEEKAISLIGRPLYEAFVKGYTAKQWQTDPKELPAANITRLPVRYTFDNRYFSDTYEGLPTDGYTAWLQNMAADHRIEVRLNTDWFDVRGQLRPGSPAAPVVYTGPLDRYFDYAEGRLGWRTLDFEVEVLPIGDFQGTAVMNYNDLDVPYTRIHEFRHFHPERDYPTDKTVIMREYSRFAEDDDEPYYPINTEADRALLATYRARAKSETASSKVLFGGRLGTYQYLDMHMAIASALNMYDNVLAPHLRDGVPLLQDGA
GDH-TPI inh: inhibits GDH-TPI coupling enzymes, artifact for Mtb FBA screen. GDH-TPI coupled enzyme counterscreen, NADH absorbance. actives 1.2% (n = 360,000). inhibition, % at 4.8 µM;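 note: 0% = DMSO wells and 100% = wells lacking the enzyme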
PrPC TRFRET: inhibitors of human cell surface prion protein PrPC. P04156. TR-FRET read-out. inhibition, % at 13.8 µM. actives 0.43% (n = 370,000). AID 720596; in the data active = inhibition above about 24%; note: 0% = median of the test wells and 100% = reference compound wells
Mtb BioA inh: inhibitors of Mycobacterium tuberculosis BioA enzyme; actives 0.096% (n = 360,000); inhibition, % at 9.99 µM; purified M. tuberculosis BioA enzyme, plate reader; AID 602481; in the data active = inhibition above about 40%; inconclusive = no clear call, values can overlap the other calls
FadD28 binding: M. tuberculosis FadD28 bisubstrate binding inhibition. FadD28 bisubstrate probe binding, fluorescence polarization. actives 0.22% (n = 360,000). inhibition, % at 12.5 µM. AID 588549; in the data active = inhibition above about 8.5%, passing the limit was not always enough; inconclusive = no clear call, values can overlap the other calls
BoNT A protease: BoNT A light chain protease inhibition. multiplex microsphere protease substrate cleavage, flow cytometry. inhibition, % at 10 µM. actives 0.17% (n = 360,000). AID 588499; in the data active = inhibition above about 30%; inconclusive = no clear call, values can overlap the other calls; note: plate controls were buffer without enzyme for full effect and enzyme alone for no effect
Numbers without * were called inactive; ? = inconclusive; · = no result given. Cut-off read from the data, not from the text of the source, unless noted: active = inhibition above about 30%; inactive = the rest.

[1] C/C(=N\OC(=O)NC(C)C)c1sc(-c2ccc(Cl)cc2)nc1C
[2] Cc1onc(-c2c(Cl)cccc2Cl)c1C(=O)NCc1ccc(S(N)(=O)=O)cc1
[3] O=C(NC(Cc1ccccc1)C(=O)O)/C(=C\c1ccco1)NC(=O)c1ccccc1Br (configuration not stated)
[4] C=CCn1c(SCC(=O)N2CCC(C)CC2)nc2c([nH]c3ccccc32)c1=O
[5] CN(C)Cc1cc(OCc2ccccc2)cc(CN(C)C)c1O
[6] CC1=NN(c2ccc(S(=O)(=O)O)cc2Cl)C(=O)C1
[7] CC(C)(C)c1ccc(CS(=O)CC(O)CO)cc1 (configuration not stated)
[8] Cc1c(C(=O)NC(c2ccccn2)C(F)(F)F)oc2c(F)cccc12 (configuration not stated)
screen / no.	1	2	3	4	5	6	7	8
CCHF vOTU inh	4	3	0	2	4	13	16	13
Mtb FBA inh	-2	4	-2	0	0	-1	-2	0
BoNT F protease	-8	-26	1	2	-9	1	1	10
Mtb UGM inh	-0.1	-1.3	-2.9	·	·	-0.4	-1.1	-2.0
GDH-TPI inh	3	10	14	0	5	1	-5	6
PrPC TRFRET	-3	1	0	4	7	8	-3	-2
Mtb BioA inh	0.6	-2.9	0.4	-1.5	11	·	·	·
FadD28 binding	-5.3	-1.0	-2.5	-2.5	-0.7	-0.1	-2.8	1.1
BoNT A protease	-0.2	-6.1	0.0	0.5	0.0	0.3	-0.3	1.8

[9] Cc1occc1-c1nnc(SCC(=O)c2c(N)n(Cc3ccccc3)c(=O)n(C)c2=O)n1C
[10] O=C(Cc1ccccc1)NCCS(=O)(=O)N1CCN(c2ccccc2)CC1
[11] CSc1ccc(CN2CCN(C(=O)COc3cccc(C)c3)CC2)cc1
[12] CCCCNCC1C(Oc2ccc(Cl)cc2)C(=O)N1c1ccccc1C (configuration not stated)
[13] CCCOc1ccc(Cc2c(Cl)nc(SC)nc2N(C)C)cc1
[14] COc1cccc2cc(C(=O)N3CC(C)OC(C)C3)c(=O)oc12 (configuration not stated)
[15] CN(CP(=O)(O)CN(C)S(C)(=O)=O)S(C)(=O)=O
[16] COc1ccc(C(=O)/C=C/c2ccc(F)cc2)c(OC(=O)c2ccc([N+](=O)[O-])cc2)c1
screen / no.	9	10	11	12	13	14	15	16
CCHF vOTU inh	5	0	-4	-4	-2	8	-9	4
Mtb FBA inh	3	-1	1	-3	-1	2	-3	3
BoNT F protease	-2	10	0	-12	-6	·	-7	2
Mtb UGM inh	-1.5	-5.5	-1.2	2.7	-2.8	-1.0	-0.4	-1.0
GDH-TPI inh	0	-9	6	7	-7	9	9	14
PrPC TRFRET	-4	-1	-3	3	1	-5	0	2
Mtb BioA inh	1.3	0.1	0.3	·	·	0.6	-0.2	-2.0
FadD28 binding	-3.3	-2.5	-1.1	-4.3	-3.2	-0.6	-1.9	0.0
BoNT A protease	0.0	-3.8	0.7	-0.2	0.5	·	0.0	0.7

[17] CN1CCN(c2nc3c(c(=O)[nH]2)CCC3)CC1
[18] CC(C)N1C(=O)C2C(C(=O)NCc3ccccc3)C3C=CC2(O3)C1C(=O)NC(C)(C)C (configuration not stated)
[19] O=c1[nH]c2ccc(Cl)cc2c(-c2ccccc2)c1N1CCOCC1
[20] NC(=O)NC(CC(=O)NCCc1ccc(S(N)(=O)=O)cc1)c1ccc(Cl)cc1 (configuration not stated)
[21] CC(=O)N(c1ccccc1)c1nc(C)cc(C)c1C#N
[22] CC(C)[C@@H](NC(=O)OC(C)(C)C)C(=O)NCC1CCC(C(=O)N[C@@H](Cc2ccccc2)C(=O)O)CC1 (some centres not stated)
[23] CCCC(=O)N(CCN(C(=O)CCC)c1ccccc1)c1ccccc1
[24] O=C(COc1cc([N+](=O)[O-])cc2cccnc12)NCCC1=CCCCC1
screen / no.	17	18	19	20	21	22	23	24
CCHF vOTU inh	1	1	-10	-13	-1	6	-1	1
Mtb FBA inh	0	-3	8	-6	1	-2	-6	7
BoNT F protease	-16	3	2	-2	-17	12	6	2
Mtb UGM inh	-2.3	1.1	-3.1	-4.6	-3.8	-1.9	-1.1	-2.3
GDH-TPI inh	13	5	22	-5	6	5	2	3
PrPC TRFRET	6	1	1	5	5	-8	-1	-39
Mtb BioA inh	-0.8	0.0	-1.0	-0.3	-1.2	-3.9	-0.7	0.1
FadD28 binding	-0.4	-1.2	-1.5	-3.0	0.5	·	-1.7	-0.1
BoNT A protease	-0.6	0.2	0.1	-0.2	-0.6	-2.3	-0.3	-0.3

Compound profiles (already shown).
CC(=O)N(c1ccccc1)c1nc(C)cc(C)c1C#N is entered as CCHF vOTU inh = -1; Mtb FBA inh = 1; BoNT F protease = -17; Mtb UGM inh = -3.8; GDH-TPI inh = 6; PrPC TRFRET = 5; Mtb BioA inh = -1.2; FadD28 binding = 0.5; BoNT A protease = -0.6
CC(C)N1C(=O)C2C(C(=O)NCc3ccccc3)C3C=CC2(O3)C1C(=O)NC(C)(C)C (configuration not stated) is entered as CCHF vOTU inh = 1; Mtb FBA inh = -3; BoNT F protease = 3; Mtb UGM inh = 1.1; GDH-TPI inh = 5; PrPC TRFRET = 1; Mtb BioA inh = 0.0; FadD28 binding = -1.2; BoNT A protease = 0.2

(listing goes on)
[25] Cc1ccc(-c2nnc3cccc(Cl)n23)cc1
[26] COc1ccc(C(=O)N2CCN(c3c(C)cccc3C)CC2)cc1OC
[27] COC(=O)c1ccccc1NC(=O)C1CC(c2ccccc2O)=NO1 (configuration not stated)
[28] CC(Oc1ccc(S(=O)(=O)N2CCCC2)cc1[N+](=O)[O-])C(=O)NC1(C#N)CCCCC1 (configuration not stated)
[29] COCCn1c(N)c(C(=S)NC(=O)c2cccs2)c(=O)[nH]c1=O
[30] Nc1ccn(CC(=O)N[C@H](CO)Cc2c[nH]c3ccccc23)c(=O)n1
[31] CCC(C(=O)NCCc1ccccc1)c1ccccc1 (configuration not stated)
[32] CCOC(=O)c1c(NC(=O)c2ccncc2)sc(C)c1C
screen / no.	25	26	27	28	29	30	31	32
CCHF vOTU inh	-11	4	8	-5	-7	3	4	-9
Mtb FBA inh	-1	0	1	4	1	0	-2	-3
BoNT F protease	-5	-13	-12	0	-6	-6	-13	-5
Mtb UGM inh	-0.2	2.7	1.5	2.6	-0.9	0.2	1.4	2.6
GDH-TPI inh	4	9	9	4	22	5	-11	2
PrPC TRFRET	5	-10	-5	-9	6	-5	3	2
Mtb BioA inh	-0.9	-0.1	-1.2	-0.8	0.2	-1.0	4.3	·
FadD28 binding	1.0	1.3	-1.2	-1.9	-0.7	-2.0	-3.1	0.2
BoNT A protease	0.3	-0.8	0.7	0.3	0.1	-0.2	0.8	-0.1

[33] O=C(Cc1c[nH]c2ccccc12)N1CCc2ccccc21
[34] CCn1c(Cc2ccccc2)nnc1SCC(=O)N1CCCCC1
[35] Cc1ccccc1Nc1nnc(SCc2cc(=O)n3ccsc3n2)s1
[36] CC1(O)C(c2ccccc2)=Nc2ccccc21 (configuration not stated)
[37] CCCCCNC(=O)C1CC=CCC1C(=O)O (configuration not stated)
[38] COc1ccc(NC(=O)CSc2nnc(NC(=O)CN3CCOCC3)s2)cc1
[39] Cc1cc2nc(C(C)(C)C)c(CC3CCCCC3)n2c(C)c1Br
[40] O=C(COC(=O)c1ccc(S(=O)(=O)N2CCCC2)cc1)Nc1cccc(Br)c1
screen / no.	33	34	35	36	37	38	39	40
CCHF vOTU inh	15	-12	-10	-5	0	6	-4	2
Mtb FBA inh	-1	-5	2	-1	-10	0	·	-1
BoNT F protease	-2	8	-5	-9	0	6	-6	·
Mtb UGM inh	0.7	-0.3	3.1	·	1.6	-0.5	·	1.2
GDH-TPI inh	7	1	4	15	-3	5	·	6
PrPC TRFRET	-4	7	11	-1	6	1	0	0
Mtb BioA inh	0.7	2.1	0.5	-0.7	0.1	·	·	0.2
FadD28 binding	-1.3	-2.0	-4.7	-1.8	-1.2	1.0	·	-2.1
BoNT A protease	3.5	0.5	1.3	-0.3	0.4	0.3	0.1	·

Only BoNT F protease, FadD28 binding and Mtb BioA inh (3 entries from above):
item | smiles | BoNT F protease | FadD28 binding | Mtb BioA inh
29 | COCCn1c(N)c(C(=S)NC(=O)c2cccs2)c(=O)[nH]c1=O | -6 | -0.7 | 0.2
30 | Nc1ccn(CC(=O)N[C@H](CO)Cc2c[nH]c3ccccc23)c(=O)n1 | -6 | -2.0 | -1.0
31 | CCC(C(=O)NCCc1ccccc1)c1ccccc1 (configuration not stated) | -13 | -3.1 | 4.3

(continued)
[41] CN(Cc1ccccc1)C(=O)CN1C(=O)NC2(CCCc3sccc32)C1=O (configuration not stated)
[42] Cc1c(N=Cc2ccc(-c3ccc(Cl)cc3)o2)c(=O)n(-c2ccccc2)n1C
[43] CCN(Cc1ccccc1)S(=O)(=O)c1ccc(S(=O)(=O)N2CCN(CCC#N)CC2)cc1
[44] CCc1ccccc1NC(=O)c1cc(C2CC2)on1
[45] CC(C)=CCN1CCN(Cc2cccn2-c2nccs2)CC1CCO (configuration not stated)
[46] Cc1cccc(NC(=O)c2sc3nc(-c4ccc(F)cc4)cn3c2C)n1
[47] O=C(COc1cc(F)ccc1[N+](=O)[O-])Nc1ccc2c(c1)OCO2
[48] O=C(NCc1ccc(F)cc1)c1cnc(Cl)c(Cl)c1
screen / no.	41	42	43	44	45	46	47	48
CCHF vOTU inh	0	4	-4	-5	-5	2	-1	8
Mtb FBA inh	1	1	1	0	0	0	0	-1
BoNT F protease	0	-12	-2	1	-5	1	7	2
Mtb UGM inh	·	-0.1	-0.6	1.7	·	-0.2	-2.5	-2.1
GDH-TPI inh	12	3	-2	-4	6	22	7	-3
PrPC TRFRET	0	-2	-2	4	-10	-3	-4	4
Mtb BioA inh	0.2	-0.5	-1.2	0.7	·	-1.6	-0.9	4.6
FadD28 binding	0.2	-1.9	-0.2	0.3	-1.0	-4.7	1.3	-2.4
BoNT A protease	-0.9	-0.9	-0.6	0.6	-0.4	?	5.7	-1.1

[49] Fc1ccc(/C=C\c2nccc3c2[nH]c2ccccc23)cc1
[50] COc1cc2c(cc1OC)C(c1ccccc1F)OC(=O)C2 (configuration not stated)
[51] CCN1CCN(S(=O)(=O)c2ccc(C(=O)Nc3ccccc3)cc2)CC1
[52] O=C(COC(=O)c1cc[n+]([O-])cc1)Nc1ccc([N+](=O)[O-])cc1Cl
[53] COc1ccccc1NC(=O)/C(=N/OCc1ccc(C#N)cc1)C(C)=O
[54] CS(=O)(=O)c1ccc(Cl)c(NC(=O)CN2C(=O)C3CCCCC3C2=O)c1 (configuration not stated)
[55] Cc1ccc(/C=C/C(=O)c2nc3ccccc3[nH]2)cc1
[56] CCS(=O)(=O)c1ccc2c(c1)N(S(=O)(=O)c1ccc(C)cc1)CC(C(=O)O)O2 (configuration not stated)
screen / no.	49	50	51	52	53	54	55	56
CCHF vOTU inh	-36	-11	-17	4	2	-7	-1	4
Mtb FBA inh	74*	8	-2	-3	2	0	2	0
BoNT F protease	-1	-2	0	-4	3	4	9	-1
Mtb UGM inh	2.5	-3.2	-0.9	-2.3	-0.2	2.3	-0.6	1.8
GDH-TPI inh	2	2	7	-1	-1	-3	12	-1
PrPC TRFRET	4	1	-3	-23	5	-2	6	-2
Mtb BioA inh	1.3	·	-0.9	·	·	-0.4	0.2	0.8
FadD28 binding	-5.5	-1.4	-3.9	-4.1	-1.5	-0.8	-3.7	-0.3
BoNT A protease	4.7	-0.4	-1.3	-0.8	-0.3	3.5	2.4	1.5

[57] COc1cccc(CNC(=O)Cc2nc3nc(C)cc(C)n3n2)c1
[58] CCOC(=O)Cn1c(=NC(=O)c2cc(-c3cccs3)nc3ccccc23)sc2cc(S(N)(=O)=O)ccc21
[59] COC(=O)c1ccc(NC(=O)C(=O)c2cn(CC(=O)N3CCOCC3)c3ccccc23)cc1
[60] O=C(CCCN1Cc2ccccc2C1)c1ccc(F)cc1
screen / no.	57	58	59	60
CCHF vOTU inh	-4	-17	-11	8
Mtb FBA inh	2	23	5	-2
BoNT F protease	-22	9	-4	-8
Mtb UGM inh	-1.1	1.8	-1.2	2.5
GDH-TPI inh	-2	27	4	-2
PrPC TRFRET	6	-6	2	-5
Mtb BioA inh	·	6.9	-2.1	-0.1
FadD28 binding	-2.7	-0.2	-1.0	0.7
BoNT A protease	-1.3	7.9	0.1	-0.4
